H9c2 protect = cardioprotection against H2O2-induced cell death, primary screen, uHTS, H9c2 cells, ATPLite luminescence; H9c2 cardiomyocytes, H2O2 injury protection, 2 h; protection from H2O2 cell death, % at 20 µM; 360,000 tested, 0.63% active;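 active means compounds giving at least 50% protection of heart cells from peroxide-induced death in the single-dose screen, raw or plate-pattern-corrected value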;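 further: 0% = DMSO wells with peroxide and 100% = DMSO wells without peroxide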
CaV13 ICDI inh = Primary screen for inhibitors of IQ motif and Ca2+-dependent inactivation inhibitor domain binding in CACNA1D, Förster resonance energy transfer in living cells, …; inhibition, % at 12.3 µM; HEK cells, CFP/YFP FRET ICDI-IQ, plate reader, 10 min; percent FRET-ratio fall versus neutral wells; 340,000 tested, 0.098% active;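 active means mean replicate inhibition of at least 30% and at least 1% of replicates passing that level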;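 further: 0% = median of the neutral control wells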
NR2E3 ag-1 = inhibitors of NR2E3-RetCOR corepressor binding, primary screen, NR2E3 agonist project, biochemical, TR-FRET, GST-NR2E3, biotin-RetCOR; 1536-well; inhibition of corepressor binding, % at 4.78 µM; AID 2300, 2010; Photoreceptor-specific nuclear receptor (Homo sapiens), Q9Y5X4; 320,000 tested, 0.12% active;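 active means percent inhibition above the cutoff of mean plus 3 SD of all tested compounds, set per screening campaign, cut at about 20% in these data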;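 further: 0% = DMSO wells and 100% = biotin wells as full block of FRET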
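Format: 1536-well format; test system: GST-NR2E3 and biotin-RetCOR proteins; read-out basis: percent inhibition of TR-FRET ratio; timing: 5 h incubation at 4 °C; detection: time-resolved FRET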
PDI turbidity = inhibitors of human PDI, primary screen, biochemical, turbidity, single point, plate reader; PDI insulin aggregation turbidity, A650, 90 min; inhibition, % at 10 µM; 350,000 tested, 0.052% active; AID 588391, 2011;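 active means mean inhibition across replicates of 30% or more, whatever share of single replicates reach that level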;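 further: absorbance from insulin aggregation driven by PDI reduction with DTT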
Target sequence (P07237 whole entry, looked up): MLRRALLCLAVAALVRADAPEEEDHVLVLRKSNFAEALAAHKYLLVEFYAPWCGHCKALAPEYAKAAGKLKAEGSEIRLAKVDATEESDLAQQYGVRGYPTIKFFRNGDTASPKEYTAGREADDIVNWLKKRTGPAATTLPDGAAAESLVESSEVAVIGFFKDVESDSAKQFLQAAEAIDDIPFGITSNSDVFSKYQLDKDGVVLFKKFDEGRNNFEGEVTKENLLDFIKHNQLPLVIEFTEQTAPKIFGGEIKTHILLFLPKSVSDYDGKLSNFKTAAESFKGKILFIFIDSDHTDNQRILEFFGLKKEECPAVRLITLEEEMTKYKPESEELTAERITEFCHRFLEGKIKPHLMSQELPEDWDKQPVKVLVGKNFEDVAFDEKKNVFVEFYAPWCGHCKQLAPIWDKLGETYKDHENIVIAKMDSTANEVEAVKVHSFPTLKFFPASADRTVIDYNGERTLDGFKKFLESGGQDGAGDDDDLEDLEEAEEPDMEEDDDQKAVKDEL
HIF-2a block = HIF-2a reporter inhibitors, primary screen, luminescence, 786-0 RCC cells. 786-0 RCC cells HIF-2a reporter, luciferase luminescence, overnight. inhibition, % at 18.8 µM. 360,000 tested, 0.72% active. AID 624352, 2012;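 active means inhibition of the luminescence signal of 40% or more relative to plate controls, in a single-dose primary screen at 18.75 µM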
Shn3 inh set2 = reduction of Shn3 3'UTR firefly luciferase signal, primary screen, Schnurri-3 inhibitor project, cell-based, Clone20 osteoblasts, set 2; Clone20 osteoblast Shn3 3'UTR firefly luciferase, 24 h; inhibition, % at 12.5 µM; 360,000 tested, 0.52% active;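 active means mean inhibition of at least 75% with every replicate also reaching 75%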;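 further: 0% = median of neutral control wells and 100% = pilot-screen positive control compound; some compounds past the cut are filed as inactive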
NR2E3 ag-2 = NR2E3 agonists in two-hybrid cells, primary screen, cell-based, luminescence, CHO-S, Gal4-NCOR/VP16-NR2E3; Photoreceptor-specific nuclear receptor (Homo sapiens), Q9Y5X4; luciferase; inhibition of corepressor binding, % at 3.98 µM; 360,000 tested, 0.35% active; AID 602229, 2012;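 active means inhibition above the mean of all tested compounds plus 3 SD, cut at about 70% in these data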;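 further: 0% = DMSO with NR2E3 transfected cells and 100% = cells lacking NR2E3 construct; higher means lower luciferase signal from less NR2E3 corepressor binding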
Peg3 prom inh = Peg3 promoter-driven luciferase inhibitors, primary screen, cell-based, HeLa, luciferase luminescence | inhibition, % at 20 µM | HeLa PEG-Prom luciferase reporter, overnight | 360,000 tested, 1.7% active | AID 588405, 2011;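 active means inhibition of at least 50% at 20 µM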
hiPSC survival = enhancers of single-cell hiPSC survival, primary screen, ATPlite luminescence | survival enhancement, % at 20 µM | 100% = ROCK inhibitor wells, 0% = DMSO | 360,000 tested, 0.044% active; in the data active means survival enhancement above about 18%;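 further: cells exposed to compounds for 16 hours before the ATP read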
TRPM1 prom inh = inhibitors of MITF-dependent TRPM1 promoter reporter, primary screen, cell-based, SK-MEL-5, single point, luciferase; 330,000 tested, 0.83% active; AID 488899, 2010; inhibition, % at 12.5 µM; SK-MEL-5 TRPM1 promoter luciferase, 24 h;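 active means mean inhibition across replicates of 60% or more, whatever share of single replicates reaches that level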; further: values of inactives mirror those of a sister screen read the other way
m5-HT2A agonist = mouse Htr2a agonists via beta-arrestin recruitment, primary screen, cell-based, luminescence. 5-hydroxytryptamine receptor 2A (Mus musculus), P35363. CHO-K1 mHTR2A beta-arrestin complementation; percent of 30 µM serotonin response. activation, % at 7.6 µM. 360,000 tested, 0.66% active. AID 624169, 2012;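 active means activation above a run cutoff, the mean activation of all tested compounds plus 3 SD, cut at about 14% in these data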;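 further: 0% = plate median of compound wells and 100% = 30 µM serotonin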
Target sequence (P35363 whole entry, looked up): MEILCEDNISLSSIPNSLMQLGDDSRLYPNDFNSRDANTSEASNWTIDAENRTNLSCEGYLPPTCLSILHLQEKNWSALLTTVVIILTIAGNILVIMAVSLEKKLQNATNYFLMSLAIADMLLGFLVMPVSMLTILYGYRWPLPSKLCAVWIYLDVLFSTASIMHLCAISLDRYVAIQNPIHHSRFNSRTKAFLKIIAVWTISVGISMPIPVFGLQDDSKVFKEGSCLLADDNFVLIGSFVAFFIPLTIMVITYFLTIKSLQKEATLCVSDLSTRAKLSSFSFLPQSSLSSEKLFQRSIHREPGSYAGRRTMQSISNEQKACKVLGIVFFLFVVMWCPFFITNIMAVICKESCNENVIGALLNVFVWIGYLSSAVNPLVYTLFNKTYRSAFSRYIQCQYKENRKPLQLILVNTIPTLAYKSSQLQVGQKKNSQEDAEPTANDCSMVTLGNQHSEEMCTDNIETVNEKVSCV
The depositor's hits bear a star; . = not tested or not shown.

SMILES	H9c2 protect	CaV13 ICDI inh	NR2E3 ag-1	PDI turbidity	HIF-2a block	Shn3 inh set2	NR2E3 ag-2	Peg3 prom inh	hiPSC survival	TRPM1 prom inh	m5-HT2A agonist
Cc1ccc(Cl)cc1N1CCN(C(=O)c2ccccc2SCC(=O)N2CCCC2)CC1	-9	-5	2	0	22	-14	-10	11	-0.6	15	-9
CCCn1c(=N)n(CC(=O)c2ccc([N+](=O)[O-])cc2)c2ccccc21	-34	-6	-1	4	-65	16	18	60*	-1.1	27	-10
O=C(NCCc1ccccc1)C1CCCN1C(=O)NCc1ccccc1 (stereo not drawn)	1	-8	5	1	13	12	3	1	-1.0	2	-2
COc1ccc(CCN2C(=O)CC(Cc3ccc(C)cc3)C2=O)cc1OC (stereo not drawn)	-3	-2	1	3	20	-1	-14	12	-0.4	11	-1
CCC(=O)N1CCN(c2ccc(Cl)cc2NC(=O)c2ccc(N3CCCC3)c([N+](=O)[O-])c2)CC1	1	-5	4	-9	13	28	4	14	-1.4	-8	3
Oc1cncc(-c2cccnc2)c1	0	-4	1	-2	-3	0	-18	0	-1.0	-3	4
CCCc1nnc(NC(=O)CCS(=O)(=O)c2ccccc2)s1	5	-4	4	-8	-21	-2	-11	-1	1.8	0	0
COc1cc([N+](=O)[O-])ccc1NC(=O)Cc1ccc(F)cc1	-3	-19	2	-1	21	-11	-2	11	-1.9	-10	-3
O=C(NCc1ccccc1)c1ccc(F)c(S(=O)(=O)N2CCOCC2)c1	2	-5	0	7	-5	-14	-21	-8	-2.2	2	-5
CCOC(=O)c1c(C)nc2c(c1C)/C(=N/O)CC(C)(C)C2	-6	-11	0	1	1	49	-8	0	-0.2	-1	5
NS(=O)(=O)c1ccc(NS(=O)(=O)c2ccc(NC(=O)C3CC3)cc2)cc1	-3	-2	0	-1	3	10	-21	16	0.9	-4	11
COc1ccccc1N(C(=O)c1ccncc1)c1nc(-c2ccc([N+](=O)[O-])cc2)cs1	15	0	2	-4	-20	14	30	2	0.2	-22	0
Cc1nn(CC(=O)N2CCN(c3ccccn3)CC2)c(=O)c2cc3sccc3n12	2	.	-1	0	9	4	5	7	-0.5	-4	2
O=C(O)c1ccc(NC(=S)NC2CCCCC2)cc1	3	-5	-3	2	8	2	-5	-22	-0.6	1	-2
O=C1OC(c2ccccc2)/C(=C(/O)c2ccc(Cl)cc2)C1=O (stereo not drawn)	5	-3	6	5	-4	-17	7	-10	-0.7	-2	1
COc1ccc(Oc2nc(C)cc(C)c2C#N)cc1	-4	.	5	-3	9	7	-6	15	3.1	-14	7
Cc1oc(-c2ccc(Cl)cc2)nc1CS(=O)CC(=O)NCCN1CCCC1 (stereo not drawn)	19	-6	0	.	3	-11	-9	-1	0.5	11	-2
CCC(C)NC(=O)Cc1cn(C)c2ccccc12 (stereo not drawn)	-2	-4	2	0	3	-8	4	-3	-0.7	-8	-3
O=C(c1ccco1)N1CCC2CC1c1c(Cl)cccc12 (stereo not drawn)	-4	-6	.	5	7	8	0	15	0.1	.	-2
CCCCNC(=O)[C@@H]1CCCN1S(=O)(=O)c1cccc2cccnc12	16	-12	0	21	9	6	-31	-4	-2.7	-10	-2
COc1cccc(C=CC(=O)C=CC=Cc2ccccc2)c1	-6	-7	.	2	9	24	-15	-106	0.0	7	-6
CCNc1nc(NCC)nc(N/N=C/c2ccc([N+](=O)[O-])o2)n1	2	-11	2	-6	-23	-3	-14	-10	2.7	15	-5
COc1ccc(C2=NO[C@@H]3C(=O)N(C4CCCCC4)C(=O)[C@H]23)cc1OC	-3	.	3	-5	10	-8	-14	2	0.5	2	2
COc1ccc(CC2(C)OC(c3ccc(Cl)cc3)=NN2C(C)=O)cc1 (stereo not drawn)	-10	-6	1	6	9	9	-7	24	1.2	7	2
COc1cccc(-c2nc(Cc3ccc(OC)c(OC)c3)no2)c1	-8	-8	1	-5	-61	18	-6	-37	3.5	11	-5
CCOC(=O)c1ccc(COC(=O)c2ccc3c(c2)-c2ccccc2C3=O)cc1	-2	-3	0	5	4	9	5	-6	-0.9	-7	0
Cc1ccc(N(C)S(=O)(=O)c2ccc(-c3ccc(=O)[nH]n3)s2)cc1C	2	-5	-3	11	3	4	-25	3	-0.6	-6	2
CC(CN1CCNCC1)(NS(=O)(=O)c1ccccc1)c1ccccc1 (stereo not drawn)	-10	.	3	4	-2	27	-8	-23	0.7	9	-7
Cc1ccc(/C=N/Nc2ncc(Cl)cc2Cl)s1	-17	-9	3	-4	-312	-37	-124	-194	-0.4	-58	0
O=C(COc1ccccc1[N+](=O)[O-])OCC(=O)c1ccc(Br)s1	9	-11	.	3	-8	-13	-18	6	-0.5	8	2

Reprinted at random: two entries already listed.
SMILES	H9c2 protect	CaV13 ICDI inh	NR2E3 ag-1	PDI turbidity	HIF-2a block	Shn3 inh set2	NR2E3 ag-2	Peg3 prom inh	hiPSC survival	TRPM1 prom inh	m5-HT2A agonist
CCOC(=O)c1ccc(COC(=O)c2ccc3c(c2)-c2ccccc2C3=O)cc1	-2	-3	0	5	4	9	5	-6	-0.9	-7	0
O=C(COc1ccccc1[N+](=O)[O-])OCC(=O)c1ccc(Br)s1	9	-11	.	3	-8	-13	-18	6	-0.5	8	2

Next part
SMILES	H9c2 protect	CaV13 ICDI inh	NR2E3 ag-1	PDI turbidity	HIF-2a block	Shn3 inh set2	NR2E3 ag-2	Peg3 prom inh	hiPSC survival	TRPM1 prom inh	m5-HT2A agonist
Cc1nc2ccc(S(=O)(=O)NCC(=O)Nc3ccc(F)cc3)cc2s1	12	-15	-1	-3	0	-1	-19	20	-0.2	-1	2
Cc1ccc(C(C)C)c(OCC(=O)OCC(=O)c2c(N)n(C)c(=O)n(C)c2=O)c1	1	-2	1	-5	-7	-1	26	9	0.2	0	11
CCN(CC)CC(=O)NN=C(c1ccccc1)c1ccccc1	-1	.	-1	0	13	-12	-32	21	-1.3	20	-4
CCn1nc(C)c(CNC(=O)CC2C(=O)NCCN2Cc2ccc(C)o2)c1C (stereo not drawn)	3	-17	3	-3	0	-6	-26	6	2.1	14	-4
O=C1C=C(N2CCN(c3ccccn3)CC2)C(=O)c2c(O)ccc(O)c21	-15	-6	.	6	1	-4	-1	0	-3.2	92*	0
COc1ccccc1CN1C(=O)c2cccc3cccc(c23)C1=O	21	-4	-1	2	14	-23	5	14	-1.5	4	0
O=C(CNS(=O)(=O)c1ccc(C(=O)N2CCOCC2)cc1)N1CCOCC1	-3	-1	1	-1	7	2	-4	10	2.6	4	3
Cc1ccc(NC(=O)CSCC(=O)Nc2ccccc2N2CCCCC2)cc1	-12	-13	-2	0	1	2	-30	21	0.3	2	-12
Cc1nn(CCCC(=O)Nc2cccnc2Cl)c(C)c1[N+](=O)[O-]	8	-12	-1	4	7	-1	-55	-13	0.6	-7	3
CCNC(=S)N/N=C/c1ccc(OCC(=O)Nc2ccc(C)cc2)cc1	15	-7	3	2	-20	14	11	8	-1.0	7	1
Oc1ccc(Br)cc1/C=N/N1CCCCC1	-14	-3	-1	-6	-223	-83	-52	-288	-1.2	-104	2
CC(C)(C)NC(=O)NC(=O)COC(=O)c1ccc(OC(F)F)cc1	2	-4	2	-3	11	10	-6	10	0.5	-9	2
COc1ccc(-n2nc(C(=O)NCC(=O)N3CCN(c4cccc(Cl)c4)CC3)c3ccccc3c2=O)c(OC)c1	-4	-7	-1	-5	-24	-19	8	-13	0.6	-13	-2
O=C(NCc1ccccc1)[C@@H]1CCCN1C(=O)[C@@H]1CCCN1C(=O)c1ccc(Cl)cc1Cl	.	-9	.	.	1	.	4	.	0.6	.	2
CC1CCN(C(=O)COC(=O)c2ccc(Br)o2)CC1	-2	-8	5	-2	-5	-48	-16	-121	-1.7	-32	-1
CS(=O)(=O)c1ccccc1C(=O)Nc1ccc2sccc2c1	8	-4	-1	-2	-16	0	14	-6	-0.3	9	1
COc1ccc(CC(=O)c2c(O)cc(O)cc2O)cc1OC	3	-5	-1	3	1	-24	4	-4	-3.1	-16	-6
COc1ccc(CNS(=O)(=O)c2cc(OCC(N)=O)c(C)cc2Cl)cc1	-3	-6	-3	0	6	-4	8	6	1.6	2	3

Compound profiles, as listed above. Order of values: H9c2 protect	CaV13 ICDI inh	NR2E3 ag-1	PDI turbidity	HIF-2a block	Shn3 inh set2	NR2E3 ag-2	Peg3 prom inh	hiPSC survival	TRPM1 prom inh	m5-HT2A agonist
Shown for CCNc1nc(NCC)nc(N/N=C/c2ccc([N+](=O)[O-])o2)n1 → 2	-11	2	-6	-23	-3	-14	-10	2.7	15	-5
Shown for COc1ccccc1N(C(=O)c1ccncc1)c1nc(-c2ccc([N+](=O)[O-])cc2)cs1 → 15	0	2	-4	-20	14	30	2	0.2	-22	0
Shown for COc1ccc(CC(=O)c2c(O)cc(O)cc2O)cc1OC → 3	-5	-1	3	1	-24	4	-4	-3.1	-16	-6

Reformatted as comma-separated lines: entries from further up
structure,H9c2 protect,CaV13 ICDI inh,NR2E3 ag-1,PDI turbidity,HIF-2a block,Shn3 inh set2,NR2E3 ag-2,Peg3 prom inh,hiPSC survival,TRPM1 prom inh,m5-HT2A agonist
O=C(CNS(=O)(=O)c1ccc(C(=O)N2CCOCC2)cc1)N1CCOCC1,-3,-1,1,-1,7,2,-4,10,2.6,4,3
CS(=O)(=O)c1ccccc1C(=O)Nc1ccc2sccc2c1,8,-4,-1,-2,-16,0,14,-6,-0.3,9,1
O=C1C=C(N2CCN(c3ccccn3)CC2)C(=O)c2c(O)ccc(O)c21,-15,-6,.,6,1,-4,-1,0,-3.2,92*,0
CC1CCN(C(=O)COC(=O)c2ccc(Br)o2)CC1,-2,-8,5,-2,-5,-48,-16,-121,-1.7,-32,-1
COc1ccc(CNS(=O)(=O)c2cc(OCC(N)=O)c(C)cc2Cl)cc1,-3,-6,-3,0,6,-4,8,6,1.6,2,3

Compound activity from PubChem BioAssay.
